FXIa inh = human FXIa protease inhibitors, primary screen, biochemical, 1536-well; Coagulation factor XI (Homo sapiens), P03951; purified FXIa, Boc-Glu-Ala-Arg-AMC fluorogenic substrate; inhibition, % at 5 µM; 0.14% of 220,000 active; AID 798, 2007;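 active means inhibition of at least 40%; inactive means inhibition below 40%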;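 further: fluorescence of freed AMC excited at 355 nm; 0% = enzyme without compound and 100% = no enzyme blank; many of its hits are not listed in these tables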
PERK inhibitor = block of dimerizer-induced PERK translation repression, primary screen, PERK inhibitor project, CHO PERK-DD cells, SEAP luminescence, HTS; Eukaryotic translation initiation factor 2-alpha kinase 3 (Homo sapiens), Q9NZJ5; CHO PERK-DD fusion, SEAP luminescence translation reporter; 0.17% of 220,000 active; inhibition, % at 5.6 µM; AID 1416, 2008;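 active means inhibition above the mean inhibition of all tested compounds plus 3 SD, set separately per screening campaign, cut at about 2.9% in these data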;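 further: PERK kinase domain activated by AP20187 dimerizer at 100 nM; 0% = DMSO with dimerizer and 100% = rapamycin at 8.4 µM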
Target sequence (Q9NZJ5 whole entry, looked up, the tested form may be a part): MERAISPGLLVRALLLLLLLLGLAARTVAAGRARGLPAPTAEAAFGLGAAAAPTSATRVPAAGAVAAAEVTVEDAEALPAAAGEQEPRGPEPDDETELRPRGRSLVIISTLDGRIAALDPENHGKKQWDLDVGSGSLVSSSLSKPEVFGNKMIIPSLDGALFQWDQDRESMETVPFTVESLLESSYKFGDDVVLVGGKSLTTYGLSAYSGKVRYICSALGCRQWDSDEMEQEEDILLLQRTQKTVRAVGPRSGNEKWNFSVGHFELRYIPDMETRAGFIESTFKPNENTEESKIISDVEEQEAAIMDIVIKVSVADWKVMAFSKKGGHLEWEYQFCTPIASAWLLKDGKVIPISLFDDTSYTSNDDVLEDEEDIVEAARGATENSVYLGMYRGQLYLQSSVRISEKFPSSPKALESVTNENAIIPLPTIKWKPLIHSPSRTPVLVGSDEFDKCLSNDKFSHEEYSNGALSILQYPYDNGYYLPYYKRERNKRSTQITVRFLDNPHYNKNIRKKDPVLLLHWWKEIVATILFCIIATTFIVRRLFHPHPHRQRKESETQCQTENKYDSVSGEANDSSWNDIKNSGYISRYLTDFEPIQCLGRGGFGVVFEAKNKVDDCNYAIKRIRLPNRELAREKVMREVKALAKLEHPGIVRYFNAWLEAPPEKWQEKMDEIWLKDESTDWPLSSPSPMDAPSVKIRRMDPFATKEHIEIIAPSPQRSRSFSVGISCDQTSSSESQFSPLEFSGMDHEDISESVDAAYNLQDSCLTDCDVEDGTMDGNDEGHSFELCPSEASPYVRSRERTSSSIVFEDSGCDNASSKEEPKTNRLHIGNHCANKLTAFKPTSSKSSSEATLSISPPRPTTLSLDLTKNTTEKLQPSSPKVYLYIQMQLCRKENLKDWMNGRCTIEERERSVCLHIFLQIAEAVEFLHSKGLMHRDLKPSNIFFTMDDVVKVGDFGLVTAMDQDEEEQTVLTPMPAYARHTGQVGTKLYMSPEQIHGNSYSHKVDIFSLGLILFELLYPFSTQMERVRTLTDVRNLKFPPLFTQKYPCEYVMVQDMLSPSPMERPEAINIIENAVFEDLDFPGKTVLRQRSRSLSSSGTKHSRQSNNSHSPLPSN
thrombin 1536 = human alpha-thrombin inhibitors, primary screen, counter-screen for coagulation protease inhibitor project, biochemical, 1536-well, fluorogenic AMC substrate; Prothrombin (Homo sapiens), P00734; Boc-VPR-AMC fluorogenic substrate cleavage; inhibition, % at 5 µM; 0.26% of 220,000 active;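 active means inhibition at or above 40%; inactive means inhibition below 40%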;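 further: 0% = enzyme with no compound and 100% = wells without enzyme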
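Material: Human alpha-thrombin protein | Buffer or medium: pH 7.5 Tris-saline with Tween 20 | Reagent: Boc-VPR-AMC substrate, 15 µM final | Schedule: Reaction at ambient temperature | Detection: AMC fluorescence at 355 nm excitation and 460 nm emission | Evaluation: Percent inhibition scaled between no-compound controls and no-enzyme blanks | Controls: no-compound enzyme wells and no-enzyme blanks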
m-calpain inh = inhibitors of pig calpain II, primary screen, biochemical, fluorogenic peptide substrate, 1536-well; purified calpain II, 30 min; inhibition, % at 16 µM; 0.37% of 220,000 active; AID 1236, 2008;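 active means inhibition above about 50%, limit read from the data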
Rad51 HR inh = human RAD51 strand exchange inhibitors, primary screen, biochemical, fluorescence; DNA repair protein RAD51 homolog 1 (Homo sapiens), Q06609; hRad51 DNA strand exchange, fluorescence dequenching; inhibition, % at 10 µM; 0.085% of 200,000 active;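 active means inhibition above 40% at the single screening dose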;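 further: 0% = DMSO control wells and 100% = blanks with heterologous ssDNA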
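Test system: preformed human Rad51 ssDNA filaments; also added: Donor/quencher-labelled 47-bp dsDNA substrate; doses: 10 µM final, single point; times: 37 °C 15-min filament assembly, 30-min compound preincubation, 15-min exchange; detection: FRET fluorescence dequenching, excitation 485 nm, emission 520 nm; read-out basis: Fluorescence-based percent inhibition, control- and blank-normalised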
FXIIa inh 1536 = human FXIIa protease inhibitors, primary screen, biochemical, 1536-well. inhibition, % at 5 µM. purified FXIIa, Boc-QGR-AMC fluorogenic substrate, 2 h. AID 800, 2007. 0.3% of 220,000 active; in the data active means inhibition above about 40%;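 further: 0% = enzyme with no compound and 100% = blank without enzyme; many of its hits are not listed in these tables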
hK5 inh = human KLK5 protease inhibitors, primary screen, biochemical, 1536-well; Kallikrein-5 (Homo sapiens), Q9Y337; recombinant hK5, fluorogenic AMC substrate cleavage; inhibition, % at 5 µM; 0.59% of 210,000 active; AID 873, 2007;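 active means inhibition of 40% or more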;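 further: 0% = enzyme controls without compound and 100% = no-enzyme blanks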
Cl transport mod = KCC2 cotransporter modulators, thallium flux, primary screen, cell-based, HEK293 KCC2, FluoZin-2 fluorescence, MLSMR | AID 1456, 2008 | KCC2 cells, thallium flux FluoZin-2 fluorescence | B-score of Tl+ flux slope (higher = more flux/activation; lower = inhibition) at 10 µM | 2.2% of 190,000 active | Solute carrier family 12 member 5 (Homo sapiens), Q9H2X9;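 active means thallium flux slope and its plate-corrected score both differing from the plate sample mean at a set confidence after two filtering rounds, in either direction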;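 further: slope of fluorescence scaled to starting intensity during 10 to 20 s after thallium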
Furin inhibitor = human furin inhibitors, primary screen, biochemical, fluorescence intensity; 0.061% of 220,000 active; AID 463115, 2010; inhibition, % at 30 µM; purified furin, fluorogenic substrate cleavage; P09958; in the data active means inhibition above about 25%; further: inactives centre near -15
Numbers without * were called inactive; · = not tested or not shown; [ ] = dose if it differs, or a comment. A portion of the library; rates above refer to the full screens.

SMILES | FXIa inh | PERK inhibitor | thrombin 1536 | m-calpain inh | Rad51 HR inh | FXIIa inh 1536 | hK5 inh | Cl transport mod | Furin inhibitor
COc1ccc(OC)c(C(c2nnnn2Cc2ccco2)N2CCN(C)CC2)c1 (centres undefined) | 4 | 1.1 | -1 | -18 | 3 | 8 | 6 | 0.5 | -12
Cc1ccccc1NC(=O)C1CCCN(S(=O)(=O)c2cnc[nH]2)C1 (centres undefined) | -5 | 0.5 | -8 | -33 | 2 | 1 | -4 | 1.7 | -10
O=C(NCc1ccccn1)c1ccc(Cl)c(S(=O)(=O)Nc2ccccc2C(=O)NCc2ccccn2)c1 | 3 | 0.4 | -13 | 7 | 4 | 10 | -11 | -0.032 | -18
O=C(NCc1cccs1)C1CC(c2ccccc2O)=NO1 (centres undefined) | 1 | -0.5 | -9 | -69 | · | 12 | -26 | 0.16 | -15[20 µM]
O=C(Cn1cnc2ccccc2c1=O)c1ccc(Br)cc1 | 0 | 0.3 | -3 | 5 | · | 9 | 11 | -1.4 | -32
COc1cc(S(=O)(=O)NC2CCCC2)ccc1F | -12 | -0.1 | 3 | -8 | -4 | 12 | 7 | · | -14[20 µM]
CCOC(=O)/C(C#N)=C\c1ccco1 | -7 | 1.5 | -4 | -1 | -3 | -1 | 1 | 1.9 | -9[20 µM]
CS(=O)(=O)Nc1ccc([N+](=O)[O-])cc1Oc1ccccc1 | 3 | 1.0 | -3 | 2 | -3 | 9 | -6 | -3.5 | -16
O=C(Cn1ccc([N+](=O)[O-])n1)Nc1ccccn1 | -2 | 0.2 | -4 | -9 | · | 2 | · | 0.66 | -20
CC1CCN(CC(CS(=O)(=O)c2ccc([N+](=O)[O-])cc2)N2CCC(C)CC2)CC1 (centres undefined) | 5 | 1.3 | 3 | -4 | 20 | 12 | 6 | -0.55 | -16
O=C(NCc1cccs1)C1CCCN1C(=O)Nc1ccc(Cl)cc1 (centres undefined) | -1 | 1.1 | -6 | -12 | 2 | 6 | -1 | -0.9 | -31
CCN(CC)S(=O)(=O)N1CCC(C(=O)NCc2ccc(C)cc2)CC1 | 2 | 0.6 | 2 | 4 | 0 | 17 | -7 | -0.014 | -5
COc1ccc(N2C(=O)CC(Nc3cccc([N+](=O)[O-])c3)C2=O)cc1 (centres undefined) | 18 | -0.8 | 17 | 19 | -16 | 44* | 42* | -0.2 | -3
Cc1ccc(C(C(=O)NC(C)(C)C)N(CCCN2CCOCC2)C(=O)c2ccc(-c3ccccc3)[nH]2)o1 (centres undefined) | 1 | -0.5 | 3 | 3 | 0 | 6 | 5 | -4.5 | -15
CCNC(=S)NNC(=O)c1ccccc1Cl | -10 | -0.5 | -3 | 11 | -8 | -3 | -25 | -1.1 | -3
COc1cccc(Nc2nc(-c3cccs3)nc3ccccc23)c1 | 6 | -0.8 | -4 | 17 | 5 | 11 | -15 | 0.17 | 6
C=CCN1C(=O)c2oc3ccccc3c(=O)c2C1c1ccc(O)c(OC)c1 (centres undefined) | 1 | 0.1 | -5 | 18 | -2 | 7 | -14 | 0.17 | -25
Cc1csc(NC(=O)CSc2nnc(-c3ccncc3)o2)n1 | 6 | 1.2 | 1 | -9 | 13 | -1 | -31 | -0.4 | -20[20 µM]
C(=C\c1ccccc1)/C=N/Nc1nc2ccccc2[nH]1 | 5 | 0.1 | -6 | 15 | 5 | 6 | 4 | -0.28 | 6
CCCC(=O)NC(=S)Nc1cccc(C(C)=O)c1 | 0 | 0.3 | -8 | 16 | · | 14 | -3 | 0.25 | -17[20 µM]
O=C(O)c1ccccc1OCCOc1ccccc1C(=O)O | 8 | 0.8 | -10 | -4 | 2 | 6 | 1 | · | -16[20 µM]
CO/N=C/NC(=O)c1c(OC)ccnc1Oc1ccc(Cl)cc1 | 3 | 0.5 | -3 | -5 | 3 | 9 | -5 | · | -10[20 µM]
COc1cc(C)c(S(=O)(=O)N2CCOCC2)cc1C | 10 | 0.0 | -1 | 8 | -5 | 14 | -2 | 0.0035 | -18[20 µM]
Cc1csc(SCC(=O)NCc2cccc(Cl)c2)n1 | -5 | 1.9 | -11 | -5 | 6 | 0 | -4 | -0.42 | -10
Cc1nc(Nc2ccc3c(c2)OCCO3)c2c(C)c(C)sc2n1 | 1 | -0.3 | -11 | 0 | 0 | 10 | 2 | 7.1* | -11
O=C(Cn1nnc2ccccc2c1=O)Nc1cccc(S(=O)(=O)N2CCOCC2)c1 | 1 | 0.3 | 6 | -3 | -10 | 9 | 4 | 0.88 | -17
Cc1cccc(Nc2ncnc3c2cnn3C)c1 | -4 | 1.0 | -5 | -25 | 2 | 1 | 0 | 0.24 | -32
CC(C)n1nc(C(=O)Nc2nc3ccccc3[nH]2)c2ccccc2c1=O | -4 | 0.0 | -5 | -16 | -9 | 6 | 0 | -4* | -24
O=C(COC(=O)c1ccc2c(c1)OCCO2)Nc1cccc(S(=O)(=O)N2CCOCC2)c1 | 4 | 0.3 | · | -19 | 2 | 3 | -3 | -0.56 | -12
Oc1oc(-c2cccc3ccccc23)nc1/C=N/c1nccs1 | -1 | 0.1 | -4 | 35 | -44 | 10 | 7 | 24* | 4
Cc1ccc(C2Oc3ccccc3C3=C2C(c2cccs2)n2ncnc2N3)cc1 (centres undefined) | -6 | -1.0 | -3 | -94 | 0 | 0 | -7 | 1 | -3[20 µM]
COc1ccc(-c2cc(-c3cccs3)c(C#N)c(SCC(=O)NCc3ccccc3OC)n2)cc1 | 3 | 1.1 | 0 | -49 | 0 | 14 | -4 | 0.68 | 7[20 µM]
O=C(COC(=O)c1cccc(Cl)c1Cl)NCCN1C(=O)CSC1=O | 5 | 0.5 | -8 | -12 | 12 | 12 | -23 | -0.1 | -15
CN(C1CCCCC1)S(=O)(=O)c1ccc(NC(=O)C2CCCCC2C(=O)O)cc1 (centres undefined) | -2 | 0.5 | 1 | -6 | -7 | 8 | 1 | -0.64 | -23[20 µM]
Cc1c(/C=N/NC(=O)c2cccs2)c2ccccc2n1Cc1ccccc1Cl | -5 | 1.1 | -5 | -131 | -4 | -3 | -3 | 0.69 | -24
O=C(NN=C1C2CC3CC1CC(Cl)(C3)C2)c1cccs1 | 1 | 0.7 | -4 | 31 | -4 | 12 | 3 | -0.8 | -12
O=C(CN1CCN(c2ccc(F)cc2)CC1)N1N=CCC1c1ccccc1 (centres undefined) | 4 | -0.7 | -2 | 2 | -1 | 16 | -14 | · | -17[20 µM]
O=C(NC(=O)N1CCN(c2cccc(Cl)c2)CC1)c1ccccc1 | 7 | 0.1 | 4 | -6 | -5 | 16 | 10 | -0.36 | -10[20 µM]
CC(C)OC(=O)c1cc2c(=O)[nH]c(C(Cl)(Cl)Cl)nc2o1 | 14 | 1.1 | 4 | -15 | 10 | 4 | -13 | -1.6 | -24
Cc1ccc(OCC(=O)O/N=C(\N)c2cccnc2)cc1 | 6 | 0.8 | -16 | 26 | 0 | 2 | -3 | 0.37 | -6

A second format for some results above.
SMILES,FXIa inh,PERK inhibitor,thrombin 1536,m-calpain inh,Rad51 HR inh,FXIIa inh 1536,hK5 inh,Cl transport mod,Furin inhibitor
Oc1oc(-c2cccc3ccccc23)nc1/C=N/c1nccs1,-1,0.1,-4,35,-44,10,7,24*,4
Cc1ccc(C2Oc3ccccc3C3=C2C(c2cccs2)n2ncnc2N3)cc1 (centres undefined),-6,-1.0,-3,-94,0,0,-7,1,-3[20 µM]
COc1ccc(-c2cc(-c3cccs3)c(C#N)c(SCC(=O)NCc3ccccc3OC)n2)cc1,3,1.1,0,-49,0,14,-4,0.68,7[20 µM]

Next section:
SMILES | FXIa inh | PERK inhibitor | thrombin 1536 | m-calpain inh | Rad51 HR inh | FXIIa inh 1536 | hK5 inh | Cl transport mod | Furin inhibitor
Cc1cc(C)nc(Nc2n[nH]c(-c3ccccc3C)n2)n1 | -1 | 1.6 | 2 | 8 | 5 | 12 | 5 | -0.064 | -21
CC(Sc1nnc2ccccn12)C(=O)Nc1ccc2c(c1)OCCO2 (centres undefined) | 3 | 0.8 | 3 | 0 | · | 12 | 7 | · | -2
Cc1ccc(-c2nc3ccccc3[nH]2)cc1NC(=S)NC(=O)c1ccccc1Br | -3 | -0.7 | -8 | 13 | 11 | 4 | -12 | · | -30
COc1ccccc1/C=C1\SC(=S)N(N2C(=O)CCCC2=O)C1=O | -4 | -0.4 | -4 | -19 | 4 | 5 | -6 | -0.019 | -1
COC(=O)C[N+](C)(C)CC#Cc1ccccc1 | 7 | 1.3 | -4 | -8 | 11 | 9 | -14 | 0.014 | -5
N#Cc1ccccc1OCC(=O)NC(=O)NCc1ccccc1 | -8 | 0.4 | 5 | 6 | 5 | 2 | -7 | -0.53 | -10
NC(=O)[C@H]1CC2(CC(c3cccc(NC(=O)[C@H]4CCC(=O)N4)c3)=NO2)CN1C(=O)CC(c1ccccc1)c1ccccc1 (some centres undefined) | -3 | · | -6 | -20 | -1 | 6 | -3 | 1 | -24
CCOC(=O)C(Cc1ccccc1)NC(=O)CCc1c(C)nc2ncnn2c1C (centres undefined) | -23 | 0.7 | -2 | 4 | -1 | 8 | 8 | · | -22
CC1(C)CC(=O)CC(=NCC(=O)O)C1 | -7 | 0.3 | 0 | 19 | 1 | -2 | 128* | 0.79 | -12
COc1ccccc1C(=O)NNC(=O)c1sccc1-n1cccc1 | 2 | -0.3 | -3 | -28 | -16 | 3 | -6 | · | -24
COc1ccc(OC)c(NC(=O)C2CCN(S(C)(=O)=O)CC2)c1 | -1 | 0.5 | -4 | -18 | -3 | 8 | 2 | 0.57 | -35[20 µM]
Clc1ccccc1Cc1noc(CN2CCCCC2c2ccccn2)n1 (centres undefined) | -4 | -0.5 | -16 | -7 | 12 | 5 | -1 | -1.9 | -26
CCOC(=O)c1nn(-c2ccccc2)c(=O)cc1SC1CCCCC1 | -5 | -0.1 | -4 | 3 | 9 | -2 | -35 | -0.15 | -18
CC1CCc2c(sc(N)c2C(=O)OC(C)C)C1 (centres undefined) | 1 | 0.7 | 4 | 13 | -2 | 12 | 11 | 0.87 | -13[20 µM]
COC(=O)c1[nH]c2ccc(Br)cc2c1NC(=O)CN1CCCc2ccccc21 | 1 | 0.8 | -1 | -128 | -4 | 1 | 2 | 0.17 | -21[20 µM]
C/C(NC1CCCCC1)=C(/C#N)C(=O)NCCN1CCOCC1 | 0 | -0.5 | -3 | -11 | -6 | 1 | 5 | 0.45 | -14
